hIAP block – blocks human intestinal alkaline phosphatase | purified IAP, CDP-Star luminescence, 30 min | 330,000 compounds, 0.12% hits | AID 2544 | P09923 | inhibition, % at 10 µM;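 active = inhibition reaching a set limit with compound at 10 µM in the primary screen, cut at about 35% in these data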;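 also: plate controls were DMSO wells with enzyme for no effect and no-enzyme buffer wells for full effect; values of inactives mirror those of a sister screen read the other way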
Target sequence (P09923 whole entry, looked up): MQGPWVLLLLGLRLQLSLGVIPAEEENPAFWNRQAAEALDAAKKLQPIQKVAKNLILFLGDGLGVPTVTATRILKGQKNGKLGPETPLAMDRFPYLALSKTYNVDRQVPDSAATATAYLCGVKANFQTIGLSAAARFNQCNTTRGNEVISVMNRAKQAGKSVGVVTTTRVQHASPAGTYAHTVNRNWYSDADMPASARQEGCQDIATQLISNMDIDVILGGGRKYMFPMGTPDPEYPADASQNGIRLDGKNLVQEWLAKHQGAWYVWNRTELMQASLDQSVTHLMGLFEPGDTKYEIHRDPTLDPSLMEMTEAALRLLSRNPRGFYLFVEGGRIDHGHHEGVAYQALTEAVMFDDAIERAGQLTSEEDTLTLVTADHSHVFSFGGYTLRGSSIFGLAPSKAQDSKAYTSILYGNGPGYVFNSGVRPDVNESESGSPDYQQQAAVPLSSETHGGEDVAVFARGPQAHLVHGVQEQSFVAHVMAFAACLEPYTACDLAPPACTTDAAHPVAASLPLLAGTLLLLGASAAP
PfG6PD inh – PfG6PD (Plasmodium falciparum) enzyme inhibition. 350,000 compounds, 0.78% hits. inhibition, % at 20 µM. PfGluPho enzyme, NADPH resazurin-diaphorase fluorescence;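 active = inhibition reaching at least a set limit at 20 µM in the primary screen, cut at about 59% in these data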;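 also: 0% = DMSO wells with substrate and 100% = DMSO wells lacking glucose-6-phosphate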
ATG4B inh – inhibitors of human ATG4B cysteine protease. AID 504462. 340,000 compounds, 0.51% hits. inhibition, % at 8.33 µM. Q9Y4P1. ATG4B cleavage of LC3-PLA2, NBD-HPC fluorescence, 1 h; in the data active = inhibition above about 40%
hIAP activ – increases human intestinal alkaline phosphatase activity. P09923. purified human IAP, CDP-Star luminescence, 30 min; stronger effect = higher value; 1 = vehicle-only enzyme, 0 = enzyme-free background. activation factor at 10 µM. 330,000 compounds, 0.16% hits;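 active = activation factor of the enzyme at least 2-fold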; also: the source names both 10 and 20 µM as test concentration; values of inactives mirror those of a sister screen read the other way
mIAP block – blocks mouse intestinal alkaline phosphatase. inhibition, % at 10 µM. 330,000 compounds, 0.2% hits. purified mouse IAP, CDP-Star luminescence, 30 min;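 active = inhibition of at least 40% at 10 µM in the primary screen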;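 also: plate controls were DMSO with enzyme for no effect and no enzyme wells for full effect; values of inactives mirror those of a sister screen read the other way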
mIAP act – increases mouse intestinal alkaline phosphatase activity; 330,000 compounds, 0.24% hits; activation factor at 10 µM; muIAP, CDP-Star luminescence, 30 min; stronger effect = higher value; 1 = vehicle-only enzyme signal, 0 = enzyme-free wells;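 active = activation factor of at least 2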; also: the source names both 10 and 20 µM as test concentration; values of inactives mirror those of a sister screen read the other way
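Assay system: mouse IAP enzyme; reagent: chemiluminescent substrate CDP-Star; dosing: test compounds delivered from DMSO solution; schedule: 30 min at room temperature; measured by: luminescence from enzymatic CDP-Star hydrolysis; controls: DMSO-only wells and no-enzyme negative control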
HKDC1 inhibitor – blocks human hexokinase HKDC1 activity; Q2TB90; AID 493160; 340,000 compounds, 0.16% hits; inhibition, % at 20 µM; recombinant HKDC1, G6PDH/diaphorase resazurin coupled fluorescence;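 active = inhibition above about 35% when tested at 20 µM, limit read from the data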;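 also: plate controls were DMSO wells with enzyme for no effect and DMSO wells lacking enzyme for full effect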
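Test system: Recombinant HKDC1 (HK5) hexokinase enzyme, produced in-house | Input: HKDC1 at 5 µg/mL | Buffer or medium: Tris pH 8.0 buffer with MgCl2, Tween-20, BSA, BME | Schedule: 90 min reaction incubation at room temperature, dark | Technique: Resazurin-to-resorufin fluorescence via G6PDH and diaphorase coupling, 525/613 nm | Controls: DMSO wells with and without enzyme mix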
A3A deaminase – blocks human APOBEC3A ssDNA deamination; P31941; recombinant A3A, FAM/TAMRA ssDNA deamination fluorescence; inhibition, % at 20 µM; 330,000 compounds, 0.41% hits;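 active = at least 40% inhibition at 20 µM here, with at most 30% in a related deaminase screen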;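 also: plate controls were A3A with DMSO for no effect and wells lacking A3A enzyme for full effect; some results filed as inactive read as strong as hits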
Target sequence (P31941 whole entry, looked up): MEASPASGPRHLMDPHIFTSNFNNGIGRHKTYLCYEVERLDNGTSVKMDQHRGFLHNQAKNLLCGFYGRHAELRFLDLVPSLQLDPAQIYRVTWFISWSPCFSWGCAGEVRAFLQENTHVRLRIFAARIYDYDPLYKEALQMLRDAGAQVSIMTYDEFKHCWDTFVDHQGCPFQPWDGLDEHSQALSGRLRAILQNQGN
Active calls of the source: *; / = no result given.

SMILES | hIAP block | PfG6PD inh | ATG4B inh | hIAP activ | mIAP block | mIAP act | HKDC1 inhibitor | A3A deaminase
CCCCCC(=O)Nc1c2c(nc3ccccc13)CCC2 | -4 | -9 | -5 | 1 | -5 | 1 | -4 | -1
COC(=O)C1[C@H]2SC(C)(C)C(C(=O)OC)N2C(=O)N1Cc1nc2ccccc2s1 (stereo not given in full) | 0 | 7 | -12 | 1 | 11 | 0.89 | -3 | 0
O=C(NC1=NCCS1)[C@H](Cc1ccccc1)N1C(=O)c2ccccc2C1=O | 4 | 27 | -17 | 0.96 | -4 | 1 | 4 | 6
COc1ccc(C(=O)NC2CCN(S(=O)(=O)Cc3ccccc3)CC2)c(OC)c1 | -23 | 0 | -14 | 1.2 | 4 | 0.95 | -3 | -4
COc1ccccc1NC(=O)N1CCCC1C(=O)Nc1nnc(C(C)C)s1 (stereo not given) | 3 | -6 | -15 | 0.97 | -7 | 1.1 | 0 | -5
Cc1ccc(NC(=O)COc2ccc(-c3nnco3)cc2)cc1S(=O)(=O)N1CCOCC1 | 2 | 0 | -9 | 0.98 | 1 | 0.99 | 1 | 2
COc1ccc(N(CC(=O)N/N=C/c2ccccc2F)S(=O)(=O)c2ccccc2)cc1 | -8 | 6 | -2 | 1.1 | -6 | 1.1 | -1 | -6
Cc1ccc(CNC(=O)c2ccc3c(=O)n(CCCN4CCCC4=O)c(=S)[nH]c3c2)cc1 | -2 | -25 | -7 | 1 | 1 | 0.99 | 5 | -2
COc1ccc(C2Cc3ccccc3C(=O)O2)cc1 (stereo not given) | 0 | 0 | 38 | 1 | -7 | 1.1 | -8 | -2
C=C(C)CSc1nc2ccccc2c(=O)n1-c1c(C)n(C)n(-c2ccccc2)c1=O | 8 | 8 | -5 | 0.92 | -9 | 1.1 | -6 | -2
O=C(O)CC1NC(=O)N(C2CCCCC2)C1=O (stereo not given) | 2 | -3 | -4 | 0.98 | -4 | 1 | -13 | -2
O=C(COC(=O)Cc1cn2ccsc2n1)NC12CC3CC(CC(C3)C1)C2 | 14 | 1 | -12 | 0.85 | -8 | 1.1 | 0 | -3
Cn1c(CCN2CCOCC2)nc2cc(NC(=O)COc3ccccc3)ccc21 | -4 | -10 | -1 | 1 | -8 | 1.1 | 1 | -3
O=C1c2cccc3cccc(c23)C(=O)N1CC1CCCO1 (stereo not given) | 10 | -2 | 5 | 0.9 | 0 | 1 | 1 | -2
c1ccc(CN(Cc2ccccc2)Cc2nnc(-c3cc4ccccc4[nH]3)s2)cc1 | 4 | 26 | -4 | 0.96 | 9 | 0.91 | 0 | -1
O=C(Cc1cccs1)Nc1ccccc1NC(=O)Cc1cccs1 | -16 | -13 | -1 | 1.2 | -3 | 1 | 0 | 1
CC12OC1C1(O)CCCC1=CC2=O (stereo not given) | -6 | / | / | 1.1 | 10 | 0.91 | / | -1
Cc1ccc(NC(=O)C2CCCC2)cc1S(=O)(=O)N1CCOCC1 | 2 | -13 | -8 | 0.98 | 6 | 0.94 | -3 | -3
Cc1ccc(F)c(N=Cc2c(O)c3ccccc3oc2=O)c1 | -1 | 2 | 0 | 1 | 2 | 0.98 | -5 | 1
CN(C)CCNC(=O)C(=O)NCC(c1ccc2c(c1)OCO2)N1CCN(c2ccc(F)cc2)CC1 (stereo not given) | -22 | -7 | 2 | 1.2 | -6 | 1.1 | -7 | -3
Cc1nc2nc(SCC(=O)O)nn2c(C)c1Cc1ccccc1Cl | 4 | 12 | 3 | 0.96 | -8 | 1.1 | 5 | -1
CN(C)CCCN1C(=O)c2cccc3cccc(c23)C1=O | 12 | -19 | -1 | 0.88 | 1 | 0.99 | -8 | 2
CS(=O)(=O)Nc1cccc(C2=NN(C(=O)c3ccc(F)cc3)C(c3cccs3)C2)c1 (stereo not given) | 11 | -25 | -6 | 0.89 | 5 | 0.95 | -3 | -1
CCc1nc2ccccc2n1CC(=O)N1CCN(Cc2ccccc2)CC1 | 3 | 1 | -6 | 0.97 | -2 | 1 | -9 | -4
CC1CCCCN1CCn1c(=S)[nH]c2ncccc2c1=O (stereo not given) | -11 | -2 | 5 | 1.1 | 0 | 1 | 2 | 5
Cc1cccc(-c2nnc(SCCOc3ccc4c(C)cc(=O)oc4c3)o2)c1 | 1 | 3 | 4 | 0.99 | 5 | 0.95 | -1 | -13
O=C(Nc1cc(-c2ccccc2)nn1C1CCCCC1)c1ccc(Cl)cc1 | -19 | 13 | -8 | 1.2 | -22 | 1.2 | 0 | 1
Cc1ccc2nc(-c3ccccn3)cc(C(=O)NC(C)C(C)(C)C)c2c1 (stereo not given) | -30 | 14 | 3 | 1.3 | -20 | 1.2 | -4 | -5
CC(=O)C1=C(O)C(=O)N(Cc2ccco2)C1c1ccc(F)cc1 (stereo not given) | -7 | 25 | 1 | 1.1 | 13 | 0.87 | -2 | -4
CCc1nc(SCC(=O)NCc2ccco2)c2c(=O)n(C)c(=O)n(C)c2n1 | 15 | 15 | -2 | 0.85 | 0 | 1 | -4 | 1
Clc1ncccc1-c1nnn(-c2ccccc2Br)n1 | 2 | -3 | 8 | 0.98 | 0 | 1 | -8 | -1
CCOC(=O)Cc1csc(NC(=O)/C=C\c2ccccc2)n1 | -32 | 4 | -9 | 1.3 | -9 | 1.1 | -9 | -1
COc1c(C)cccc1C(=O)Nc1ccc(N2CCN(S(C)(=O)=O)CC2)cc1 | 13 | 6 | -21 | 0.87 | 4 | 0.96 | 2 | -3
O=C(Nn1cnnc1)c1csc2ccccc12 | 13 | 9 | 15 | 0.87 | 3 | 0.97 | -6 | 0
CCC(=O)c1ccc(OCc2ccccc2)c(OC)c1 | -5 | 14 | 7 | 1.1 | 4 | 0.96 | 12 | -1
N#Cc1ccc(/C=N/NC(=O)CCc2ccc(S(=O)(=O)N3CCOCC3)cc2)cc1 | 7 | 3 | 5 | 0.93 | 2 | 0.98 | -5 | -1
COc1cccc(CN(C)Cc2nc3cc(C(F)(F)F)ccc3c(=O)[nH]2)c1 | -16 | -6 | -1 | 1.2 | 14 | 0.86 | -4 | 0
COC(=O)c1sccc1NC(=O)c1ccc(OC)cc1OC | 11 | 7 | 34 | 0.89 | 13 | 0.87 | -14 | -3
CC(C)Cn1c(=O)c2ccccc2n2c(CCC(=O)NCC3CCCO3)nnc12 (stereo not given) | -26 | -6 | 1 | 1.3 | -3 | 1 | -7 | -4
CCOc1ccc(NS(=O)(=O)c2cc(C(=O)N3CCN(C(C)=O)CC3)ccc2Cl)cc1 | 2 | -20 | -1 | 0.97 | 1 | 0.99 | -2 | -4

4 neighbouring entries out of the list so far:
SMILES | hIAP block | PfG6PD inh | ATG4B inh | hIAP activ | mIAP block | mIAP act | HKDC1 inhibitor | A3A deaminase
Clc1ncccc1-c1nnn(-c2ccccc2Br)n1 | 2 | -3 | 8 | 0.98 | 0 | 1 | -8 | -1
CCOC(=O)Cc1csc(NC(=O)/C=C\c2ccccc2)n1 | -32 | 4 | -9 | 1.3 | -9 | 1.1 | -9 | -1
COc1c(C)cccc1C(=O)Nc1ccc(N2CCN(S(C)(=O)=O)CC2)cc1 | 13 | 6 | -21 | 0.87 | 4 | 0.96 | 2 | -3
O=C(Nn1cnnc1)c1csc2ccccc12 | 13 | 9 | 15 | 0.87 | 3 | 0.97 | -6 | 0

(continued)
SMILES | hIAP block | PfG6PD inh | ATG4B inh | hIAP activ | mIAP block | mIAP act | HKDC1 inhibitor | A3A deaminase
Cc1c(C(=O)N2CCCCC2)nnn1-c1nonc1N | -6 | -6 | -11 | 1.1 | 12 | 0.88 | -7 | -3
Cc1ccccc1CC(=O)N1CCOCC1 | 16 | 10 | -1 | 0.84 | 0 | 1 | -3 | 0
O=Cc1ccc(-n2cccn2)cc1 | -30 | -4 | 5 | 1.3 | -5 | 1.1 | 2 | -8
CCS(=O)(=O)c1nc(S(=O)(=O)c2ccc(C)cc2)c(NCCN2CCOCC2)s1 | 0 | 11 | -1 | 1 | -1 | 1 | -4 | -4
COc1cc2[nH]c(=S)n(Cc3ccc(C)cc3)c(=O)c2cc1OC | -4 | -14 | -8 | 1 | 10 | 0.9 | -3 | -2
CC(=O)Nc1cc2nc(C)n(Cc3ccccc3[N+](=O)[O-])c2nc1C | 10 | 7 | 3 | 0.9 | 6 | 0.94 | -4 | -3
CCNC(=O)c1cc(Br)ccc1Cl | -78 | -14 | 2 | 1.8 | 3 | 0.97 | -6 | 0
O=C(NC1CCN(Cc2ccccc2)C1)c1cc(S(=O)(=O)N2CCOCC2)ccc1Cl (stereo not given) | -7 | 5 | -7 | 1.1 | 3 | 0.97 | -1 | -2
Clc1ccc(CSc2cc3c(nn2)-c2ccccc2CC3)cc1 | -2 | 2 | 27 | 1 | -1 | 1 | 6 | -4
CC1=CC(C)(C)N2C(=O)C3(NCCc4c3[nH]c3ccccc43)c3cccc1c32 (stereo not given) | -12 | 2 | 14 | 1.1 | 0 | 1 | -4 | 5
S=C(c1ccc(-c2ccccc2)o1)N1CCCCC1 | -4 | 52 | 3 | 1 | 16 | 0.84 | -5 | -8
COc1ccccc1CCC(=O)OCC(=O)Nc1ccc(C(N)=O)cc1 | 6 | 2 | -8 | 0.94 | 3 | 0.97 | -6 | 0
COC(=O)COc1cccc2c(=O)n(CC(=O)NCc3ccc(F)cc3)ccc12 | -8 | 2 | -16 | 1.1 | -8 | 1.1 | -5 | -3
O=C(N/N=C/c1ccc(Cl)cc1)c1nc2ccc([N+](=O)[O-])cc2c(=O)[nH]1 | -2 | -15 | 11 | 1 | 10 | 0.9 | 2 | 0
CCC(C)NC(=O)C(Cc1ccccc1)NS(=O)(=O)c1ccc2c(c1)CCC(=O)N2 (stereo not given) | 17 | -3 | 4 | 0.83 | 6 | 0.94 | -2 | -3
COc1cc(/C=N/NC(=O)c2csc3c2CCCC3)cc(OC)c1O | 5 | 15 | -15 | 0.95 | 3 | 0.97 | -8 | 2
Cc1ccc(C(C)(C)C)cc1S(=O)(=O)Nc1cccc(C(=O)N2CCN(c3ccccn3)CC2)c1 | 4 | 2 | -17 | 0.96 | 4 | 0.96 | 1 | 0
COc1ccc(NC(=O)NC(C)(C(F)(F)F)C(F)(F)F)cc1 | -3 | -3 | 5 | 1 | -21 | 1.2 | -2 | 1
Cc1ccccc1OCCC(=O)Nc1cc(S(=O)(=O)N2CCOCC2)ccc1OC(C)C | 5 | 14 | -11 | 0.95 | 0 | 1 | -2 | 28
CS(=O)(=O)c1ccc(N2CCN(C3CC(=O)NC3=O)CC2)cc1 (stereo not given) | -3 | 2 | -10 | 1 | 13 | 0.87 | 8 | -4
COc1ccc(/C(C)=N/Nc2cccc(C(=O)O)c2)cc1OC | -9 | 20 | -1 | 1.1 | 3 | 0.97 | 4 | 5
CC(C)c1ccc(C(=O)NN2CCOCC2)cc1 | -14 | 3 | -10 | 1.1 | 3 | 0.97 | -6 | 1
Cc1ccccc1C(=O)Nc1ccc2nc3n(c(=O)c2c1)CCCC3 | 9 | -3 | -3 | 0.91 | 1 | 0.99 | -5 | -3
Cc1ccc(C(=O)NCCC2=CCCCC2)cc1S(=O)(=O)N1CCOCC1 | 10 | -3 | 3 | 0.9 | 0 | 1 | -3 | 1
O=C(NCc1ccccn1)c1ccc(OC2CCN(Cc3ccccc3)CC2)cc1 | -18 | 3 | -6 | 1.2 | -10 | 1.1 | -3 | 0
O=C(/C=C/Nc1ccc(F)c(F)c1)c1cccs1 | 10 | 36 | 2 | 0.9 | 4 | 0.96 | -2 | -2
Cc1cn(CC(=O)c2ccccc2)c2ccccc12 | -9 | 3 | -3 | 1.1 | 12 | 0.88 | 0 | -7
